# Assay outcomes: PubChem BioAssay, several laboratories
# GASC-1 inh = inhibitors of GASC-1 histone demethylase, primary screen, biochemical, fluorescence, DELFIA europium; Lysine-specific demethylase 4C (Homo sapiens), Q9H3R0; GST-JMJD2C(1-420) H3K9me3 demethylation; inhibition, % at 2.35 µM; hit rate 0.069% among 330,000;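 active = more than half of a compound's replicate wells show inhibition beyond 50%, single wells judged on their own value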;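 also: signal counts dimethyl H3K9 product captured on neutravidin plate; 0% = median of DMSO wells and 100% = 0.3 times that DMSO median; strong numbers were not always called active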
# Target sequence (Q9H3R0 1-420 limits assumed): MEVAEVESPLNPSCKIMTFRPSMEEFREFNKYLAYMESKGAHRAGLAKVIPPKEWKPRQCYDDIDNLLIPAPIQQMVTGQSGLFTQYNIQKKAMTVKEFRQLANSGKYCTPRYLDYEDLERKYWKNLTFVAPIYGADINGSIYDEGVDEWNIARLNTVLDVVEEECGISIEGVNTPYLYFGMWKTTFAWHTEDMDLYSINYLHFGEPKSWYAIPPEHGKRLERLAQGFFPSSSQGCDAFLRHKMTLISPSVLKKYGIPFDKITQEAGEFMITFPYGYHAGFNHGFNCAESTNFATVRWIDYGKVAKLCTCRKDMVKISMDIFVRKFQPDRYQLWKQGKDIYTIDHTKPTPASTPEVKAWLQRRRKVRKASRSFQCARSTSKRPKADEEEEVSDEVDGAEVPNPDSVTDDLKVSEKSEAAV
# procasp3 activ = activators of human procaspase-3 D3A mutant, primary screen, biochemical, absorbance, PC-3 D3A mutant, single concentration; Caspase-3 (Homo sapiens), P42574; recombinant procaspase-3 D3A, Ac-DEVD-pNA absorbance 405 nm; activation, % at 8.5 µM; hit rate 0.11% among 330,000;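 active = activation above the mean of all tested compounds plus 3 SD, cut at about 21% in these data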;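 also: 0% = DMSO alone and 100% = DMSO wells spiked with extra 5 µM PC-3 D3A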
# Target sequence (P42574 whole entry D9A/D28A/D175A): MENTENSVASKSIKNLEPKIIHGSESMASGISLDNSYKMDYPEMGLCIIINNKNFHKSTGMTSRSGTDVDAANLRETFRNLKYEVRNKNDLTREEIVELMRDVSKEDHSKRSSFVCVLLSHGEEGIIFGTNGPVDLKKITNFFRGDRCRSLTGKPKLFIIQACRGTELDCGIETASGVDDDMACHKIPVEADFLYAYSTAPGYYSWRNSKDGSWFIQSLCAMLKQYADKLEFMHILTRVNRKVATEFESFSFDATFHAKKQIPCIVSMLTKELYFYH
#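 Evaluation: percent activation relative to control range; Material: Procaspase-3 D3A mutant, all three cleavage aspartates alanine; Compound: single dose, 8.5 µM nominal compound, 0.8% DMSO; Replication: one well per compound; Signal: absorbance at 405 nm, 0 and 120 min; Schedule: 1 h preincubation plus 2 h reaction at 25 °C.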
# core dimer inh = inhibitors of HCV core protein dimerization, primary screen, biochemical, TR-FRET, high-throughput | TR-FRET GST/Flag-core106 dimerization, 1536-well | AID 1899, 2009 | hit rate 0.33% among 300,000 | inhibition, % at 5 µM;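 active = inhibition above the mean of all tested compounds plus 3 SD, set per screening campaign, cut at about 45% in these data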
#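 test system = GST/Flag-tagged HCV core106 proteins | probe or stimulus = Eu donor and XL665 acceptor anti-tag antibodies | times = compound-protein-antibody incubation 4 h at 22.5 °C | signal = TR-FRET, excitation 340 nm, emission 617 and 671 nm | measure = percent inhibition of core106 dimerization signal | controls = wells lacking GST-core106 and wells with excess unlabelled core106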
# TPT1 inh = Candida albicans TPT1 enzyme inhibitors, primary screen, biochemical, fluorescence polarization | tRNA 2'-phosphotransferase TPT1 (Candida albicans SC5314) | recombinant caTPT1, FP RNA substrate dephosphorylation | inhibition, % at 5 µM | hit rate 0.81% among 300,000 | AID 1962, 2009;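 active = inhibition above the mean of all tested compounds plus 3 SD, set per screening campaign, cut at about 24% in these data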;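 also: plate controls were DMSO alone for no effect and ferristatin control at 100 nM for full effect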
# procasp7 counter = procaspase-7 activators, primary screen, counter-screen for procaspase-3 activator project, biochemical, absorbance, HTS, human. Caspase-7 (Homo sapiens), P55210. recombinant procaspase-7, Ac-DEVD-pNA absorbance 405 nm; D23A/D198A/D206A triple mutant, cannot self-cleave; scale: DMSO 0, 5 µM enzyme 100. activation, % at 8.5 µM. hit rate 0.093% among 330,000. AID 463210, 2010;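 active = percent activation above the screen-wide mean plus 3 SD, cut at about 25% in these data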
# Target sequence (P55210 whole entry D23A/D198A/D206A): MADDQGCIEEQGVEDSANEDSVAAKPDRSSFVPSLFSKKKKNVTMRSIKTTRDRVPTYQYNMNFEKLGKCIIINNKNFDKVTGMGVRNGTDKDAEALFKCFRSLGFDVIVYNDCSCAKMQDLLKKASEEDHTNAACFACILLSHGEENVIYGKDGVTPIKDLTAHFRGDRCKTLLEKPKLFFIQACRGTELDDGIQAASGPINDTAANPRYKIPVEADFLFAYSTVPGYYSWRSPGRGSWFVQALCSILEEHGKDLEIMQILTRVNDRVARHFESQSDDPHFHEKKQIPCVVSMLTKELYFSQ
#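 Assay system: Uncleavable procaspase-7 mutant enzyme | Input: 2 µM procaspase-7 mutant as dispensed | Timing: 1 h compound preincubation, 2 h substrate cleavage, 25 °C | Repeats: One well per compound | Control set: DMSO wells as 0%, DMSO with 5 µM added PC-7 as 100% | Technique: Epi-absorbance of released pNA at 405 nm, two timepoints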
# CTSL1 counter = Fasciola hepatica cathepsin L1 inhibitors, primary screen, counter-screen for PFM18AAP inhibitor project, biochemical, QFRET, fluorogenic peptide substrate | recombinant F. hepatica cathepsin L1, Z-Leu-Arg-MCA fluorescence | inhibition, % at 5.96 µM | hit rate 0.49% among 300,000;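 active = inhibition above the mean of all tested compounds plus 3 SD, set per screening campaign, cut at about 17% in these data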;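 also: 0% = plate median of test compound wells and 100% = 1 µM Z-Phe-Ala-diazomethylketone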
# PP5 inh = PP5 phosphatase inhibitors, primary screen, biochemical, fluorescence | hit rate 0.18% among 320,000 | Serine/threonine-protein phosphatase 5 (Homo sapiens), P53041 | purified PP5c, OMFP substrate fluorescence | inhibition, % at 6.7 µM;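 active = inhibition above the campaign's mean inhibition across all tested compounds plus 3 SD, cut at about 9.5% in these data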;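 also: 0% = DMSO only and 100% = 100 µM cantharidin control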
# Efflux pump mplx = inhibitors of Candida efflux pumps in yeast, primary screen, S. cerevisiae, Nile Red, multiplex. inhibition, % at 10 µM. S. cerevisiae Candida pump triplex. hit rate 0.44% among 330,000. AID 485275, 2010;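 active = plate passing quality check with inhibition over a set limit, or well fluorescence over plate mean plus 4 SD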;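 also: Nile Red retained in pooled yeast measured as flow cytometry median fluorescence; 0% = buffer negative control and 100% = Enniatin B positive control; higher means more Nile Red kept so more efflux inhibition; some compounds called inactive have numbers as strong as hits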
# PP1 counter = PP1-alpha phosphatase inhibitors, primary screen, counter-screen for PP5 inhibitor project, biochemical, fluorescence, OMFP substrate, single point; Serine/threonine-protein phosphatase PP1-alpha catalytic subunit (Homo sapiens), P62136; purified PP1alpha; inhibition, % at 6.7 µM; hit rate 0.9% among 320,000;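 active = inhibition above the mean inhibition of all tested compounds plus 3 SD, computed separately for each screening campaign, cut at about 15% in these data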
# Numbers without * were called inactive; . = no result given; & = joins results of further samples.
SMILES,GASC-1 inh,procasp3 activ,core dimer inh,TPT1 inh,procasp7 counter,CTSL1 counter,PP5 inh,Efflux pump mplx,PP1 counter
COc1ccc(CNC(=O)C(c2ccncc2)N(C(=O)Cc2cccs2)c2cccnc2)cc1 (stereo unspecified),2,0,1,-1,6,-13,-0.7,-0.1,0
Cn1ncc(Cl)c1C(=O)Nc1nc2ccc(Cl)cc2s1,-6,-4,3,2,-5,6,0.5,0.1,-1
CCOC(=O)Cn1nc(C)cc1NC(=O)c1ccncc1,-26,11,-4,-1,3,1,-1.3,-0.1,-1
CS(=O)(=O)N1CCc2cc(S(=O)(=O)Nc3ccc4oc5c(c4c3)CCCC5)ccc21,166,3,3,2,-7,0,2.4,0.0,-3
Cc1cc2nc(-c3ccc(SCc4ccc(C(=O)O)cc4)nc3)[nH]c2cc1C,0,-10,11,2,-15,3,-0.9,0.0,7
CCN(CC)C(=O)C1CCCN(Cc2nc(-c3cnccn3)no2)C1 (stereo unspecified),-21,9,0,-1,-2,-12,0.1,0.0,-5
COc1ccccc1NC(=O)CCN1CCN(Cc2ccccc2)CC1,0,-4,1,-1,4,-1,0.4,0.0,-6
COc1cccc(NC(=O)CN(C)C(=O)c2cc(-c3ccco3)nc3ccccc23)c1,3,7,18,0,12,-1,2.1,-0.1,1
CCOC(=O)CC(NC(=O)Cn1nnc(-c2ccccc2Cl)n1)c1ccc(OC)cc1 (stereo unspecified),-10,-7,1,-3,-1,2,-0.2,0.1,0
COc1ccc(/C=C(\C#N)C(=O)OCC(=O)NCc2ccco2)cc1,30,2,4,4,0,-1,-4.1,0.1,-12
CC(=O)c1cccc(NC(=O)Cn2nc(-c3ccc(Cl)cc3)ccc2=O)c1,-1,1,3,-6,-3,-2,0.1,-0.1,6
COCCOCCn1c(CCCO)nc2ccccc21,-16,-7,-1,3,-9,-2,-0.1,0.0,-1
N#Cc1ccccc1Sc1ccccc1C(=O)Nc1ccc2ccccc2c1,2,6,10,-2,8,1,3.3,0.0,5
CC(=O)Nc1ccc(S(=O)(=O)NCC(=O)OCc2cc(=O)oc3ccc4ccccc4c23)cc1,-7,-4,10,3,5,-38,0.4,-0.1,-3
CCOC(=O)c1cc2occc2n1CC(=O)N1CCCc2ccccc21,6,0,4,0,3,4,3.7,-0.1,3
COc1ccccc1S(=O)(=O)Cc1ccc(C(=O)NCc2ccco2)o1,0,5,-15,2,1,-6,3.5,0.0,4
CCC1(C)Cc2c(sc3nc(SC)n(Cc4ccccc4)c(=O)c23)CO1 (stereo unspecified),5,10,0,-5,7,3,-0.1,0.0,-3
O=C(CSc1nnc(-c2cccc(S(=O)(=O)N3CCOCC3)c2)n1C1CCCCCC1)NCc1ccccc1,-2,6,6,-2,7,-3,0.5,0.2,2
CCN1CNC(=S)N(c2ccccc2C)C1,7,-1,-4,-5,7,0,-1.1,0.1,-8
C=CCOC(=O)C1=C[C@H](c2cn(C(C)=O)c3ccccc23)[C@@H](CCCO)[C@H](OCC)O1,-7,0,-17,-2,2,6,2.4,.,0
CCOC(=O)CNC(=O)N1CCCC(C(=O)c2cccc(Cl)c2)C1 (stereo unspecified),7,9,-6,2,9,-2,-2.1,0.1,-2
Cc1cccc(NC(=O)C2CCCN2C(=O)OCC(C)C)c1C (stereo unspecified),-7,6,-1,1,4,-1,0.5,-0.2,-10
COc1ccc(N(C(=O)CNC(=O)c2ccco2)C(C(=O)NC2CCCC2)c2ccncc2)cc1 (stereo unspecified),-2,0,5,0,6,-2,1.5,1.2,-3
O=C(O)CSCC(=O)N1CCN(c2ccnc3cc(Cl)ccc23)CC1,-11,2,-1,1,6,-6,1.4,0.3,-8
Cc1ccc2sc(N(CCCN(C)C)C(=O)c3ccc(S(=O)(=O)N(C)C)cc3)nc2c1C,-21,5,-6,-8,-3,0,0.4,-0.2,-1
COc1ccc(NC(=O)c2cccnc2N2CCOCC2)cc1,-6,7,-7,-2,-1,4,-2.1,-0.1,-2
O=C(NCc1ccco1)c1ccc2ccccc2c1,2,2,2,-1,8,7,0.7,0.0,-2
COC(=O)c1sccc1NC(=S)N1CCCCC1C (stereo unspecified),-11,-14,3,-5,-12,-3,2.0,0.2,-2
Cc1ccc(NC(=O)CSC2=C(C#N)C(c3ccco3)CC(=O)N2)cc1 (stereo unspecified),-2,5,-2,-5,-6,6,2.2,-0.1,-2
CC(C)Nc1nnc(SCC(=O)c2c(N)n(Cc3ccccc3)c(=O)n(C)c2=O)s1,3,1,1,-1,-5,-4,2.4,-0.1,3

# Gathered by group, the entries above containing a cyano group (3)
SMILES,GASC-1 inh,procasp3 activ,core dimer inh,TPT1 inh,procasp7 counter,CTSL1 counter,PP5 inh,Efflux pump mplx,PP1 counter
COc1ccc(/C=C(\C#N)C(=O)OCC(=O)NCc2ccco2)cc1,30,2,4,4,0,-1,-4.1,0.1,-12
N#Cc1ccccc1Sc1ccccc1C(=O)Nc1ccc2ccccc2c1,2,6,10,-2,8,1,3.3,0.0,5
Cc1ccc(NC(=O)CSC2=C(C#N)C(c3ccco3)CC(=O)N2)cc1 (stereo unspecified),-2,5,-2,-5,-6,6,2.2,-0.1,-2

# More compounds follow.
SMILES,GASC-1 inh,procasp3 activ,core dimer inh,TPT1 inh,procasp7 counter,CTSL1 counter,PP5 inh,Efflux pump mplx,PP1 counter
COC(=O)c1ccc(NC(=O)c2cnc3scc(C)n3c2=O)cc1,4,-6,-4,0,-8,2,1.5,0.2,2
O=C(NC(=S)NCCc1ccccc1)C1CCCCC1,0,-7,9,2,-8,1,-1.0,-1.0,4
CCOc1ccc(NC(=O)c2c3c(nc4ccccc24)CCC3)cc1,-20,5,1,2,6,-2,-1.0,-0.1,-2
N#C/C(=C\c1cc(O)c(O)c(O)c1)C(N)=O,0,-29,-23,33*,-43,3,-0.4,-0.1,1
CCOCCCN1CC(C(=O)NCCc2ccc(C)cc2)CC1=O (stereo unspecified),-2,-13,-8,1,4,-3,-2.7,0.2,0
CCN(CC)CCNC(=O)COc1ccc(OC)cc1,2,7&-4,-8&-2,1&3,0&5,0&-2,2.7&0.2,-0.1&0.0,-2&0
CC(Oc1ccc(Cl)cc1)C(=O)NCCN1C(=O)S/C(=C\c2cccnc2)C1=O (stereo unspecified),8,0,4,2,2,0,-0.5,-0.6,0
CCN(C[C@H]1N[C@@](C)(C(=O)OC)[C@H]2C(=O)N(Cc3ccccc3)C(=O)[C@@H]12)C(=O)Nc1ccc(OC)cc1,30,7,.,.,6,.,.,-0.1,.
Cc1ccc(S(=O)(=O)NNC(=O)C2COc3ccccc3O2)cc1 (stereo unspecified),9,6,14,0,8,-1,0.0,0.0,2
CSCc1nc2sc(C(=O)Nc3nc(C)cs3)c(C)c2c(=O)[nH]1,29,1,11,33*,0,0,2.1,-0.1,11
Cc1cccc(CCNS(=O)(=O)c2cc3c(cc2C)NC(=O)CO3)c1,3,-2,23,-2,16,2,0.1,-0.1,-2
Cc1ccc(OCc2nnc(SCC(=O)c3ccccc3)n2Cc2ccco2)cc1,3,4,22,7,-1,3,6.9,0.1,5
CCOC(=O)c1c(NC(=O)CSc2ncnc3ccccc23)sc(C)c1C,6,-9,1,5,2,4,-0.7,0.1,1
O=C(Cc1ccccc1)N/N=C/c1ccc(Cl)cc1Cl,10,8,0,-1,4,0,2.8,-0.8,-3
Nc1cc(=O)[nH]c(SCC(=O)Nc2ccc(N3CCOCC3)cc2)n1,2,2,.,.,-6,.,.,-0.3,.
CS(=O)(=O)N(CC(=O)NCCSCc1c(F)cccc1Cl)c1cccc([N+](=O)[O-])c1,-10,7,2,-4,5,-1,-0.8,-0.1,-1
CCC(C)c1ccc(NC(=S)NCc2cccs2)cc1 (stereo unspecified),0,2,6,1,0,6,2.1,-0.1,2
CCCC(=O)C1=C(O)C(C(=O)OC)C(C)(C)CC1=Nc1ccc(N)cc1 (stereo unspecified),3,6,-4,0,-4,2,1.8,0.0,-4
O=C(c1cc2ccccc2o1)n1nnc2ccccc21,6,-6,-1,-2,-2,2,0.6,0.0,-5
COC(C(=O)Nc1ccc(Cl)cc1C)c1ccccc1 (stereo unspecified),-1,7,5,0,1,3,-1.8,-0.1,-3
Cc1ccccc1C(=O)OC1CCN(C)CC1,11,2,1,-4,10,-2,-1.1,-0.1,2
CCOCCCNC(=O)c1ccc(N2CC3CC(C2)c2cccc(=O)n2C3)c(NC(=O)Nc2cccc(OC)c2)c1 (stereo unspecified),-1,2,6,-6,3,3,0.7,0.1,-3
O=C(NCCN1C(=O)S/C(=C\c2ccccc2Cl)C1=O)C1=COCCO1,3,1,-1,0,-6,5,4.0,0.1,-1
CCCn1c(=O)c(C(=O)N/N=C/c2ccc(F)cc2)c(O)c2ccccc21,8,-7,0,2,11,1,3.2,0.1,-7
CCC(Oc1ccccc1)C(=O)N1CC(C)CC(C)C1 (stereo unspecified),6,6,-1,1,6,-4,0.3,0.1,4
COc1cc(/C=C2/SC(=S)N(CCC(=O)Nc3ccc(C(=O)O)cc3)C2=O)cc(OC)c1OC,12,-8,3,12,3,2,4.6,0.3,0
COC(=O)c1nn(-c2ccccc2)c(Cl)c1/C=N/OCc1ccc(Cl)cc1Cl,-2,6,-1,0,7,-2,-2.3,0.0,-3
FC(F)(F)c1cccc(NC(=S)NNC(=S)NCc2ccccc2)c1,-1,4,10,0,-13,8,9.4,-0.1,9
O=C(N/N=C/c1ccc(O)cc1)/C(=C/c1ccccc1)CCO,-2,-7,-7,3,-8,2,-2.3,0.3,0
O=C(O)c1ccccc1C(=O)Nc1ccc(S(=O)(=O)Nc2nccs2)cc1,.,2,-8,-4,-11,-2,-0.8,-0.1,2
COc1ccc(N(CC(=O)NCCc2ccccc2)C(=O)CCC(=O)Nc2ccccn2)cc1,4,7,3,-4,-2,-3,0.4,-0.1,-1
Cc1ccc(SCc2nc3ncccn3c2Br)cc1,5,-2,-2,-1,7,-3,0.1,-0.1,-1
